Pf apPOL inh: Pf-apPOL DNA polymerase inhibition; Recombinant Pf-apPOL, molecular beacon fluorescence, 1.5 h; inhibition, % at 10 µM; 210,000 tested, 0.25% active; AID 1794808
mHTT CaM bind: inhibitors of human mutant huntingtin-calmodulin interaction | AlphaScreen His-mHTT/GST-CaM binding, luminescence | inhibition, % at 15 µM | 190,000 tested, 3.6% active | AID 1671202;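 further: 0% = both proteins with DMSO and 100% = one protein alone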
Numbers without * were called inactive; & = joins results of further samples. No stated cut-off is given here; in the data, active means inhibition above about 50%; inactive means the rest. Compounds as they come. About 3.6% of those tested had a hit in this group.

Start of the data: the first 15 compounds, to show the layout:
Results for COc1ccccc1CNC(=O)CSc1nc2[nH]ncc2c(=O)n1-c1ccccc1 ?
Pf apPOL inh: 1; mHTT CaM bind: -4

What do the screens show for `CSCCC(C)(O)CNC(=O)C(C)(C)C` (stereo not drawn)?
Pf apPOL inh: 0; mHTT CaM bind: 1

How did O=C(Nc1ccc(OC(F)(F)F)cc1)N1CCN(c2ncccn2)CC1 do in these assays?
Pf apPOL inh: -38

Results for COc1ccc(CCNC(=O)COc2ccccc2C)cc1OC ?
Pf apPOL inh: 0; mHTT CaM bind: 16

How did Nc1nc(C=C(Cl)Cl)cs1 do in these assays?
mHTT CaM bind: 4

What do the screens show for `Brc1ccccc1C=NC1CCCCC1`?
Pf apPOL inh: 1; mHTT CaM bind: -2

What do the screens show for `CC(=NOC(=O)c1ccccc1)c1csc(COc2ccc(Cl)cc2)n1`?
Pf apPOL inh: 4

How did Cc1c(Cl)c([N+](=O)[O-])nn1CC(=O)Nc1sc2c(c1C#N)CCC(C)C2 (stereo not drawn) do in these assays?
Pf apPOL inh: -5; mHTT CaM bind: 1

What do the screens show for `Cc1c(N2C(=O)CSC23C(=O)Nc2ccccc23)c(=O)n(-c2ccccc2)n1C` (stereo not drawn)?
Pf apPOL inh: 0; mHTT CaM bind: -9

How did Cc1cc([N+](=O)[O-])nn1CC(=O)N(C)Cc1ccccc1 do in these assays?
Pf apPOL inh: -179; mHTT CaM bind: 6

What do the screens show for `O=C(NC(=S)Nc1cccnc1)c1ccccc1`?
Pf apPOL inh: -6

What do the screens show for `COc1cc(C2C(C(=O)c3ccco3)=C(O)C(=O)N2CCN2CCOCC2)cc(OC)c1OC` (stereo not drawn)?
Pf apPOL inh: -6; mHTT CaM bind: -8

Results for COCc1nc(Cn2ccnc2C)no1 ?
Pf apPOL inh: -1; mHTT CaM bind: -15

How did CC(C)(C)C1CCc2nc3ccccc3c(C(=O)O)c2C1 (stereo not drawn) do in these assays?
Pf apPOL inh: 1&7; mHTT CaM bind: 0&-2

How did O=C(O)c1ccc(-c2nnc(-c3ccccc3)o2)cc1 do in these assays?
Pf apPOL inh: -4; mHTT CaM bind: -2

This part in full (from the top)
Results for COc1ccccc1CNC(=O)CSc1nc2[nH]ncc2c(=O)n1-c1ccccc1 ?
Pf apPOL inh: 1; mHTT CaM bind: -4

What do the screens show for `CSCCC(C)(O)CNC(=O)C(C)(C)C` (stereo not drawn)?
Pf apPOL inh: 0; mHTT CaM bind: 1

How did O=C(Nc1ccc(OC(F)(F)F)cc1)N1CCN(c2ncccn2)CC1 do in these assays?
Pf apPOL inh: -38

Results for COc1ccc(CCNC(=O)COc2ccccc2C)cc1OC ?
Pf apPOL inh: 0; mHTT CaM bind: 16

How did Nc1nc(C=C(Cl)Cl)cs1 do in these assays?
mHTT CaM bind: 4

What do the screens show for `Brc1ccccc1C=NC1CCCCC1`?
Pf apPOL inh: 1; mHTT CaM bind: -2

What do the screens show for `CC(=NOC(=O)c1ccccc1)c1csc(COc2ccc(Cl)cc2)n1`?
Pf apPOL inh: 4

How did Cc1c(Cl)c([N+](=O)[O-])nn1CC(=O)Nc1sc2c(c1C#N)CCC(C)C2 (stereo not drawn) do in these assays?
Pf apPOL inh: -5; mHTT CaM bind: 1

What do the screens show for `Cc1c(N2C(=O)CSC23C(=O)Nc2ccccc23)c(=O)n(-c2ccccc2)n1C` (stereo not drawn)?
Pf apPOL inh: 0; mHTT CaM bind: -9

How did Cc1cc([N+](=O)[O-])nn1CC(=O)N(C)Cc1ccccc1 do in these assays?
Pf apPOL inh: -179; mHTT CaM bind: 6

What do the screens show for `O=C(NC(=S)Nc1cccnc1)c1ccccc1`?
Pf apPOL inh: -6

What do the screens show for `COc1cc(C2C(C(=O)c3ccco3)=C(O)C(=O)N2CCN2CCOCC2)cc(OC)c1OC` (stereo not drawn)?
Pf apPOL inh: -6; mHTT CaM bind: -8

Results for COCc1nc(Cn2ccnc2C)no1 ?
Pf apPOL inh: -1; mHTT CaM bind: -15

How did CC(C)(C)C1CCc2nc3ccccc3c(C(=O)O)c2C1 (stereo not drawn) do in these assays?
Pf apPOL inh: 1&7; mHTT CaM bind: 0&-2

How did O=C(O)c1ccc(-c2nnc(-c3ccccc3)o2)cc1 do in these assays?
Pf apPOL inh: -4; mHTT CaM bind: -2

Results for Cc1cc(NC(=O)N2CC3CCCN3c3ccccc32)ccc1Br (stereo not drawn) ?
Pf apPOL inh: 0; mHTT CaM bind: 87*

What do the screens show for `Cc1ccccc1NC(=O)Cc1ccc(F)cc1`?
Pf apPOL inh: -7; mHTT CaM bind: -1

Results for CC(=O)N(CN1C(=O)c2ccccc2C1=O)c1cccc(C)c1 ?
Pf apPOL inh: -2; mHTT CaM bind: 5

How did CN(C)CCOC(c1ccccc1)c1ccc(Cl)cc1 (stereo not drawn) do in these assays?
Pf apPOL inh: -8; mHTT CaM bind: -1

What do the screens show for `O=[N+]([O-])c1ccc(-c2nc(C=Nc3cccc(C(F)(F)F)c3)c(O)o2)cc1`?
Pf apPOL inh: -1; mHTT CaM bind: 4

Results for Cc1ccc(/C=C(\C#N)c2nc3ccccc3n2C)o1 ?
Pf apPOL inh: 2; mHTT CaM bind: 9

What do the screens show for `CCOc1ccc2[nH]c(C(=O)O)c(CCN)c2c1`?
Pf apPOL inh: -9; mHTT CaM bind: -2

What do the screens show for `Cc1cc(Oc2ccc(C(F)(F)F)cc2[N+](=O)[O-])c2cc(F)ccc2n1`?
Pf apPOL inh: -4

Results for CCOc1ccccc1-c1nc(-c2nonc2N)no1 ?
Pf apPOL inh: -2; mHTT CaM bind: -3

Results for COC(=O)c1ccc(NCc2cccs2)cc1 ?
Pf apPOL inh: -3; mHTT CaM bind: -11

How did C=C1CSc2nc(=O)c3c(C)c(C)sc3n21 do in these assays?
Pf apPOL inh: -4; mHTT CaM bind: 5

Results for Cc1ccc2ncn(C3CCN(S(=O)(=O)c4ccccc4F)CC3)c(=O)c2c1 ?
Pf apPOL inh: 2; mHTT CaM bind: -10

How did COc1cccc(C(=O)N2CCn3c(nnc3C(C)C)C2)c1 do in these assays?
Pf apPOL inh: -1; mHTT CaM bind: -8

What do the screens show for `O=C(Nc1ccc(O)cc1)N(c1ccccc1)c1ccccc1`?
Pf apPOL inh: 1; mHTT CaM bind: -1

What do the screens show for `CSC[C@H]1CN(C2CCCCC2)C(=O)[C@@H]1CC(=O)Nc1ccccc1`?
Pf apPOL inh: 1; mHTT CaM bind: -2

How did COC(=O)CS(=O)(=O)c1nccn1C do in these assays?
Pf apPOL inh: -3

How did N#Cc1ccc(-c2cccs2)s1 do in these assays?
Pf apPOL inh: 3

How did Cc1onc(-c2c(Cl)cccc2Cl)c1C1CC(=O)Nc2ccccc2S1 (stereo not drawn) do in these assays?
Pf apPOL inh: -10

Results for O=C(CCCCCCCC(=O)N/N=C/c1cc(Br)cs1)N/N=C/c1cc(Br)cs1 ?
mHTT CaM bind: inactive

What do the screens show for `COc1ccc(C2(C(=O)N3CCC(n4nc(-c5ccsc5)ccc4=O)CC3)CC2)cc1`?
Pf apPOL inh: -7; mHTT CaM bind: 32

What do the screens show for `COc1ccc(C(=O)N2CCC(CCOc3cccc(F)c3)CC2)cn1`?
Pf apPOL inh: -2; mHTT CaM bind: -7

Results for COc1cccc2cc(NC(=O)/C=C/c3cccc(Cl)c3Cl)c(=O)oc12 ?
Pf apPOL inh: 2; mHTT CaM bind: 1

How did COc1ccc2cc(C(=O)NC(C)=O)c(=Nc3ccccc3F)oc2c1 do in these assays?
Pf apPOL inh: -2; mHTT CaM bind: 0

Results for O=C(Nc1cccnc1)Nc1csc(-c2ccc(C(F)(F)F)cc2)n1 ?
Pf apPOL inh: 4

How did CC1OCN(c2ccc(OC(F)(F)F)cc2)Cn2c1nc1ccc(Cl)cc12 (stereo not drawn) do in these assays?
Pf apPOL inh: -15

What do the screens show for `Cc1cccc(C(=O)Nc2ccc(C)cc2[N+](=O)[O-])c1`?
Pf apPOL inh: 10; mHTT CaM bind: 6

Results for CC(=O)C1=C(O)C(=O)N(Cc2ccccc2)C1c1ccccc1F (stereo not drawn) ?
Pf apPOL inh: 6; mHTT CaM bind: 4

Results for Cc1ccc(C)c(CN2C(=O)NC3(CCN(C(=O)c4ccc[nH]c4=O)CC3)C2=O)c1 ?
Pf apPOL inh: -6; mHTT CaM bind: 2

What do the screens show for `O=C1CSc2ccc(C(=O)N3CCC4(CC3)OCCO4)cc2N1`?
Pf apPOL inh: -10; mHTT CaM bind: -2

Results for CCn1c(SCC(=O)Nc2ccc(Br)cc2)nc2ccccc2c1=O ?
Pf apPOL inh: -1; mHTT CaM bind: 3

Results for Cc1cccc2c1N(CC(=O)NCc1ccc(N(C)C)cc1)C(=O)C1CCCN1C2=O (stereo not drawn) ?
Pf apPOL inh: -6; mHTT CaM bind: 16

How did Cc1nc2ccc3nc(NC(=O)c4ccccc4F)sc3c2s1 do in these assays?
Pf apPOL inh: 2; mHTT CaM bind: 6

What do the screens show for `O=C(NCc1ccccc1)c1ccc(-c2cccnc2)nc1`?
Pf apPOL inh: -1; mHTT CaM bind: -3

How did O=S(=O)(Nc1cc(Cl)c(O)c(Cl)c1Cl)c1ccccc1 do in these assays?
Pf apPOL inh: -2; mHTT CaM bind: 4

How did O=S(=O)(Nc1ncccn1)c1ccccc1 do in these assays?
mHTT CaM bind: -4

Results for COc1ccc(N(CC(=O)Nc2ccc(C)cc2)S(=O)(=O)c2ccc(NC(C)=O)cc2)cc1 ?
Pf apPOL inh: -6; mHTT CaM bind: 21

What do the screens show for `O=C1OC(c2ccccc2F)=N/C1=C\c1ccc(I)cc1`?
Pf apPOL inh: 7; mHTT CaM bind: 1

Results for Cc1ccccc1C=C1Oc2cc(OCC(=O)OC(C)C)ccc2C1=O ?
Pf apPOL inh: -6; mHTT CaM bind: 1

What do the screens show for `O=[N+]([O-])c1ccc(OCC(O)CN(C2CCCCC2)C2CCCCC2)cc1` (stereo not drawn)?
Pf apPOL inh: -9; mHTT CaM bind: 2

What do the screens show for `Cc1nc([N+](=O)[O-])cn1CC(=O)Nc1ccc(Cl)cc1`?
Pf apPOL inh: 3; mHTT CaM bind: -4

Results for O=C(CN1CCN(CC(=O)Nc2ccccc2F)CC1)Nc1ccc2c(c1)OCCO2 ?
Pf apPOL inh: -3; mHTT CaM bind: 0

Results for CC(C)(C)C1CCC2(CC1)N[C@H](C(=O)O)CS2 (stereo partly drawn) ?
mHTT CaM bind: 3

How did CC1CCN(C(=O)CN(Cc2ccccc2)S(=O)(=O)c2cc(Cl)ccc2Cl)CC1 do in these assays?
Pf apPOL inh: -1; mHTT CaM bind: -9

What do the screens show for `COc1cccc(C(C#N)N2N=C(C)CC2c2ccccc2)c1O` (stereo not drawn)?
Pf apPOL inh: -7; mHTT CaM bind: 17

What do the screens show for `COC(=O)c1ccc2c(=O)n(-c3ccc(C)cc3)c(N3CCCCCC3)nc2c1`?
Pf apPOL inh: 0; mHTT CaM bind: -96

What do the screens show for `C=CCOCCN1C(=O)C2C3c4ccccc4C(c4ccccc43)C2C1=O` (stereo not drawn)?
Pf apPOL inh: 2; mHTT CaM bind: -2

Results for O=C(NCCOc1ccccc1)Nc1ccc(Cl)cc1 ?
Pf apPOL inh: -11; mHTT CaM bind: -17

What do the screens show for `COc1ccc(C=O)c(OCc2cn(CC(=O)c3ccc(O)cc3)nn2)c1`?
Pf apPOL inh: 10; mHTT CaM bind: 25

Results for COc1ccc(C2=N[C@@H](C(C)C)CO2)cc1 ?
Pf apPOL inh: -3; mHTT CaM bind: 0

Results for Cc1nc(C(=O)NC2CCCC2)c(C)o1 ?
Pf apPOL inh: -4; mHTT CaM bind: -6

What do the screens show for `O=C(Nc1c(C(=O)Nc2ccc(F)cc2)cnn1-c1ccccc1)c1ccco1`?
Pf apPOL inh: -7; mHTT CaM bind: 6

Results for CCCNc1cc(N2CCC(CCC(=O)Nc3ccccc3C)CC2)ncn1 ?
Pf apPOL inh: -9; mHTT CaM bind: -6

What do the screens show for `Cc1cccc2nnc(N3CCN(C(=O)c4cc(F)cc(F)c4)CC3)n12`?
Pf apPOL inh: -5; mHTT CaM bind: -3

How did O=C(O)CCC(=O)Nc1ccc(Oc2ccc(OC(F)(F)F)cc2)cc1 do in these assays?
Pf apPOL inh: -145

Results for CC12CCC(C(=O)N3CCCCC3)(OC1=O)C2(C)C (stereo not drawn) ?
Pf apPOL inh: 3; mHTT CaM bind: 3

Results for CC(=O)NCCc1csc(C2CCCN(C(=O)c3cc(F)cc(F)c3)C2)n1 (stereo not drawn) ?
Pf apPOL inh: -4; mHTT CaM bind: 3

What do the screens show for `Cc1cccc(NC(=O)CN2CCC(c3nc(-c4ccccc4Cl)no3)CC2)c1C`?
Pf apPOL inh: -4; mHTT CaM bind: 5

How did COC(=O)c1scc(C)c1NS(=O)(=O)c1ccc2c(c1)CCO2 do in these assays?
Pf apPOL inh: -4

How did Cc1nn2c(=O)/c(=C/c3ccccc3)sc2nc1=O do in these assays?
Pf apPOL inh: -8; mHTT CaM bind: 10

Results for Oc1oc(-c2ccc(Br)cc2)nc1C=Nc1cc(Cl)ccc1Cl ?
Pf apPOL inh: 2; mHTT CaM bind: -5

Results for COc1ccccc1CNC(=O)C1CCCN(c2ncnc3c2nc2n3CCCCC2)C1 (stereo not drawn) ?
Pf apPOL inh: 0; mHTT CaM bind: 4

Results for CCOC(=O)Cn1nc(C)c([N+](=O)[O-])c1C ?
Pf apPOL inh: -7

What do the screens show for `CCC(C)N1C(=O)c2ccccc2C1C(=O)NC1CCCCC1` (stereo not drawn)?
Pf apPOL inh: -4; mHTT CaM bind: -15

How did O=C(Nc1ccc(OC(F)(F)F)cc1)c1cn2c(n1)COCC2 do in these assays?
Pf apPOL inh: -8; mHTT CaM bind: -7

Results for O=C(CSc1nnnn1-c1ccc(Cl)cc1)Nc1ccccc1C(F)(F)F ?
Pf apPOL inh: -9; mHTT CaM bind: -12

How did FC(F)(F)COc1ccc(-c2nnc(SCc3ccccc3C(F)(F)F)o2)cn1 do in these assays?
Pf apPOL inh: -6

How did Cc1ccc(C(=O)NCCc2nc3ccccc3[nH]2)cc1 do in these assays?
Pf apPOL inh: 1; mHTT CaM bind: 1

Assay outcomes as filed in PubChem BioAssay.
